# Screens (PubChem)
# All columns: NCI-60 one-dose screen, growth in % after 48 h at 10 µM unless noted; 100 = growth as untreated, 0 = no growth, -100 = all killed.
# SW-620 = SW-620 colon cancer. 5.2% of 82,000 active
# KM12 = KM12 colon cancer cells | AID 1794800 | 5% of 82,000 active
# HCT-15 = HCT-15 colon cancer; 5.2% of 82,000 active; AID 1794746
# HCC-2998 = HCC-2998 colon cancer; 4.7% of 79,000 active; AID 1794799
# SF-268 = SF-268 CNS cancer cells | 3.1% of 82,000 active | AID 1794759
# HT29 = HT29 colon cancer. 7.4% of 81,000 active. AID 1794748
# SNB-75 = SNB-75 CNS cancer | 5% of 79,000 active | AID 1794750
# SNB-19 = SNB-19 CNS cancer cells. 2.5% of 81,000 active
# HCT-116 = HCT-116 colon cancer | 7.3% of 82,000 active | AID 1794798
# Starred values were filed as active, the others as inactive; · = not tested or not shown; & = joins results of further samples. The calls were made as follows: active = growth percent below 10; inactive = the rest.
SMILES	SW-620	KM12	HCT-15	HCC-2998	SF-268	HT29	SNB-75	SNB-19	HCT-116
CCOC(=O)[C@@]12CCCC=C1N1c3cc(Cl)ccc3-c3ccnn3[C@@H]1CC2	92	93	85	99	105	82	79	85	78
Cc1nc2c(=O)nc3s/c(=C\c4ccc(N(C)C)cc4)c(=O)n3c2nc1C	102	100	105	97	102	101	88	102	99
O=C(N/N=C/c1ccncc1)c1ccc(C(F)(F)F)nc1Nc1cccc(C(F)(F)F)c1	15	21	13	-40*	23	23	47	36	11
Clc1cccc(Nc2ncnc3ccc(-c4cccc(-c5nn[nH]n5)c4)cc23)c1	96	101	108	106	97	93	82	94	100
O=C(CCc1nnc(-c2cccnc2)o1)c1nc2ccccc2[nH]1	113	110	103	105	111	·	98	90	102
CCc1n(O)cc[n+]1[O-]	105	101	98	103	110	104	121	100	106
CNC(=S)NNC(=O)Cn1nc(-c2ccccc2)ccc1=O	118	108	99	121	121	124	113	100	106
Cc1nc(-c2ccc(F)cc2)ccc1NC(=O)Nc1cccc(C(F)(F)F)c1	102	64	58	106	95	58	92	86	50
COc1ccc(C(=O)C(C)C(C)OC(=O)c2ccccc2C(=O)O)cc1 (stereo not drawn)	104	113	97	113	110	116	98	116	101
CCCn1c(=S)[nH]c2ccccc2c1=O	104	96	104	105	93	100	100	104	92
CCOC(=O)C(CCc1ccncc1)C(=O)CC(C)C (stereo not drawn)	103	102	102	106	101	99	100	101	100
CC(=O)NC(CCC(=O)c1ccc(Cl)cc1)(C(=O)O)C(=O)O	102	102	102	110	106	92	89	101	93
COC(=O)c1[nH]c(=O)c(C#N)c(C(=O)OC)c1-c1ccc(F)cc1	100	103	100	108	100	117	93	·	91
Cc1ccc2nc(Cl)cc(=O)n2c1	108	107	102	121	114	·	115	105	105
COC(=O)CC(C(=O)C=[N+]=[N-])N1C(=O)c2ccccc2C1=O (stereo not drawn)	103	121	111	107	123	111	122	103	119
COc1ccc(CN2[C@H](C(=O)NCc3ccc(C(=O)NO)cc3)Cc3c([nH]c4ccccc34)[C@H]2C2CC2)cc1	31	45	44	33	65	40	75	63	23
Clc1ccc(/C=N\N2CCCCCC2)cc1Cl	117	108	90	·	98	97	97	100	100
CCC(C(CC(=O)c1ccccc1)c1ccccc1)[N+](=O)[O-] (stereo not drawn)	93	102	95	87	99	89	80	98	94
[C-]#[N+]c1c(-c2ccc(OC)cc2)cc(-c2ccc(Cl)cc2)[nH]c1=O	99	93	95	82	98	118	89	92	90
C=C(C)C(=O)OCCO	97	99	102	94	96	100	90	95	93

# Exported with values under each structure: entries from further up.
# The line under a structure holds: SW-620 | KM12 | HCT-15 | HCC-2998 | SF-268 | HT29 | SNB-75 | SNB-19 | HCT-116
- Cc1nc2c(=O)nc3s/c(=C\c4ccc(N(C)C)cc4)c(=O)n3c2nc1C
→ 102 | 100 | 105 | 97 | 102 | 101 | 88 | 102 | 99
- O=C(N/N=C/c1ccncc1)c1ccc(C(F)(F)F)nc1Nc1cccc(C(F)(F)F)c1
→ 15 | 21 | 13 | -40* | 23 | 23 | 47 | 36 | 11
- Clc1cccc(Nc2ncnc3ccc(-c4cccc(-c5nn[nH]n5)c4)cc23)c1
→ 96 | 101 | 108 | 106 | 97 | 93 | 82 | 94 | 100

# Next section:
SMILES	SW-620	KM12	HCT-15	HCC-2998	SF-268	HT29	SNB-75	SNB-19	HCT-116
CCOc1cccc(OCC(=O)O)c1	96	101	100	110	98	99	85	97	82
CCN(CC)c1ccc(C)cc1	105	104	100	104	118	109	97	102	107
COc1cc(-c2csc(NC(=O)Nc3ccc(C(F)(F)F)cc3)n2)cc(OC)c1OC	15	7.3*	11	19	29	3.1*	-12*	14	5.0*
Nc1nonc1-n1nnc(C(=O)N2CCOCC2)c1-c1ccccc1	110	102	98	106	99	98	100	97	103
COc1ccc(C(=O)c2sc3nc(-c4cccs4)ccc3c2N)cc1OC	45	38	37	82	63	14	52	72	43
CCn1c(=N)sc2nc3ccccc3n2c1=O	102	101	100	118	100	98	94	102	111
CC(C)(C)C1CCNC(=O)CC1 (stereo not drawn)	104	119	102	105	111	105	·	98	102
NC1CSSCC(C(=O)O)NC1=O (stereo not drawn)	106	98	103	112	101	107	87	106	107
CCOC(=O)Sc1nc2ncncc2[nH]1	105	115	103	104	112	108	98	105	111
CSc1cc(N)[nH]c(=O)n1	103	99	105	99	97	101	85	109	103
COc1ccc(OC(C)=O)cc1	107	102	103	104	99	100	86	108	101
CN(C)C(=O)C(=O)C1C=Cc2ccccc21 (stereo not drawn)	100	99	94	94	101	105	88	102	102
O=C1c2c(c3c4ccccc4[nH]c3c3ccccc23)C(=O)N1O	75	87	72	92	89	79	83	84	70
NCCCNc1nc2ccccc2c2c(=O)c3cc(F)cc(Cl)c3sc12	-49*	73	64	84	80	4.4*	70	89	-60*
COc1ccc(C(=O)CCl)c(O)c1OC	·	99	101	105	98	108	61	90	102
CC(C)COC1OCCCC1C(OCC(C)C)C(C)C (stereo not drawn)	100	102	98	98	98	101	83	94	94
COc1ccc(/C(=N\NC(N)=S)c2ccc(Cl)cc2)cc1OC	16	19	16	53	45	-1.8*	-8.8*	24	15
Cc1cc2c(cc1C)NC1C(=O)C(c3ccccc3Cl)OC1=N2 (stereo not drawn)	102	104	99	117	98	100	93	·	92
Cc1ccc2nc(-c3ccc(N=Cc4ccccc4O)cc3)sc2c1	98	99	80	-12*	98	93	47	92	79
COc1ccc(-c2nc(-c3nc4ccc(C(F)(F)F)cc4[nH]3)cc3c2[nH]c2ccccc23)cc1	93	59	·	67	67	56	64	80	39
O=C1c2cc3c(cc2-c2c1c1cc(Cl)c(Cl)cc1c(=O)n2CCCn1ccnc1)OCO3	26	6.0*	13	29	18	-8.3*	9.9*	13	3.5*
COc1ccc(-n2c(SCC(=O)NNC(=S)NC(=O)c3ccccc3)nc3ccc(Cl)cc3c2=O)cc1	94	88	45	101	81	132	·	80	69
Cc1ccc(Nc2nc3n[nH]c(Nc4cccc(Cl)c4)c3c(=O)[nH]2)cc1	100	98	110	97	99	98	65	·	88
COc1ccc(Cn2cc(C(=O)N=Nc3c(O)[nH]c4ccc(Br)cc34)nn2)cc1	107	104	105	99	94	89	112	97	77
Nc1c(C(=O)Nc2ccc3c(c2)OCCO3)sc2ncccc12	100	98	103	104	104	101	·	94	104
O=Nc1c(-c2c(O)[nH]c3ncccc23)[nH]c2ccccc12	63	15	34	·	66	102	31	96	37
NC(N)=N/N=C/c1ccccc1Cl	99	104	109	111	112	89	107	103	105
O=[N+]([O-])c1ccc(NCCO)c([N+](=O)[O-])c1	103	101	96	96	103	102	101	100	102
O=S(=O)(NC1C2CC3CC(C2)CC1C3)c1ccc2c(c1)C(=NO)c1cc(S(=O)(=O)NC3C4CC5CC(C4)CC3C5)ccc1-2 (stereo not drawn)	·	102	104	103	113	99	109	96	99
CCCCSc1nc(Nc2ccc(S(N)(=O)=O)cc2)c(C#N)c(-c2cc(OC)c(OC)c(OC)c2)n1	49	27	26	65	61	42	·	55	22
NS(=O)(=O)c1ccc(N2N=C(c3ccccc3)CCC2=O)cc1	109	188	109	97	176	99	108	95	87
CC(C)(O)Cc1ccccc1	106&103	101&106	101&101	107&102	99&104	113&105	102&99	113&94	107&99
CC(=O)c1ccc(Nc2nc(Cl)nc(Oc3c(C(C)C)cccc3C(C)C)n2)cc1	91	88	79	89	72	64	71	75	66
COc1ccc(-c2oc3ccc(C)cc3c(=O)c2O)cc1OC	78	36	50	94	81	94	94	76	80
O=[N+]([O-])c1ccc(Nc2ccncc2)cc1	111	105	94	102	111	89	89	114	88
COc1cc(Cn2cc(CNC(=O)c3cccnc3Nc3ccc(OC)cc3OC)nn2)cc(OC)c1	103	98	101	108	89	100	95	99	95
CC(=O)c1c(C)nc(-c2ccc(F)cc2)nc1-c1cccc(Oc2ccccc2)c1	96	99	100	105	101	87	102	102	77
Cc1ccc(C2CC(c3ccc(Nc4nc(NCCO)nc(Nc5ccc(Cl)cc5)n4)cc3)=Nc3c(N)nc(N)nc3N2)cc1 (stereo not drawn)	-89*	-88*	-82*	-65*	-47*	-91*	112	-90*	-97*
N#Cc1c(-c2ccc(F)cc2)nc(SCc2ccc([N+](=O)[O-])cc2)nc1N1CCN(c2ccccc2)CC1	98	99	99	103	91	107	88	96	96

# A draw from above in order of length of the SMILES, descending.
SMILES	SW-620	KM12	HCT-15	HCC-2998	SF-268	HT29	SNB-75	SNB-19	HCT-116
O=S(=O)(NC1C2CC3CC(C2)CC1C3)c1ccc2c(c1)C(=NO)c1cc(S(=O)(=O)NC3C4CC5CC(C4)CC3C5)ccc1-2 (stereo not drawn)	·	102	104	103	113	99	109	96	99
Cc1ccc(C2CC(c3ccc(Nc4nc(NCCO)nc(Nc5ccc(Cl)cc5)n4)cc3)=Nc3c(N)nc(N)nc3N2)cc1 (stereo not drawn)	-89*	-88*	-82*	-65*	-47*	-91*	112	-90*	-97*
N#Cc1c(-c2ccc(F)cc2)nc(SCc2ccc([N+](=O)[O-])cc2)nc1N1CCN(c2ccccc2)CC1	98	99	99	103	91	107	88	96	96
COc1ccc(-c2nc(-c3nc4ccc(C(F)(F)F)cc4[nH]3)cc3c2[nH]c2ccccc23)cc1	93	59	·	67	67	56	64	80	39
COc1ccc(-n2c(SCC(=O)NNC(=S)NC(=O)c3ccccc3)nc3ccc(Cl)cc3c2=O)cc1	94	88	45	101	81	132	·	80	69
O=C1c2cc3c(cc2-c2c1c1cc(Cl)c(Cl)cc1c(=O)n2CCCn1ccnc1)OCO3	26	6.0*	13	29	18	-8.3*	9.9*	13	3.5*
COc1cc(Cn2cc(CNC(=O)c3cccnc3Nc3ccc(OC)cc3OC)nn2)cc(OC)c1	103	98	101	108	89	100	95	99	95
COc1ccc(Cn2cc(C(=O)N=Nc3c(O)[nH]c4ccc(Br)cc34)nn2)cc1	107	104	105	99	94	89	112	97	77
CC(=O)c1c(C)nc(-c2ccc(F)cc2)nc1-c1cccc(Oc2ccccc2)c1	96	99	100	105	101	87	102	102	77
Cc1ccc(Nc2nc3n[nH]c(Nc4cccc(Cl)c4)c3c(=O)[nH]2)cc1	100	98	110	97	99	98	65	·	88
O=Nc1c(-c2c(O)[nH]c3ncccc23)[nH]c2ccccc12	63	15	34	·	66	102	31	96	37
O=[N+]([O-])c1ccc(NCCO)c([N+](=O)[O-])c1	103	101	96	96	103	102	101	100	102
Nc1c(C(=O)Nc2ccc3c(c2)OCCO3)sc2ncccc12	100	98	103	104	104	101	·	94	104
COc1ccc(-c2oc3ccc(C)cc3c(=O)c2O)cc1OC	78	36	50	94	81	94	94	76	80
O=[N+]([O-])c1ccc(Nc2ccncc2)cc1	111	105	94	102	111	89	89	114	88
NC(N)=N/N=C/c1ccccc1Cl	99	104	109	111	112	89	107	103	105
CC(C)(O)Cc1ccccc1	106&103	101&106	101&101	107&102	99&104	113&105	102&99	113&94	107&99
